TGFb inhibitor: TGF-b pathway inhibition; HepG2 CAGA-GFP TGF-b/SMAD3 reporter, GFP fluorescence, 18 h; TGF-beta stimulated, 500 pg/mL final; Potency, µM (titrated, usually from 46.1 µM), for inactives: top-dose activity, negative = inhibition, hits mostly inhibitors; hit rate 1.2% among 410,000; AID 588855; also: potency is read from the fitted curve at half-maximal effect; % is scaled to controls: 0 for no effect and ±100 for the full control effect; nearly all actives have a fitted effect of over 65% in size
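HEPG2 CAGA-GFP, 1000 cells/well; 2 h settle, 37 C; cpd via pin tool; TGF-b 500 pg/mL final; 18 h, 37 C; GFP imaging ex488/em500-530; %Activity normalised to -TGF-b and +DMSO controls; CRC fit, curve class.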
IL-1B inflam inh: inhibitors of inflammasome signaling (IL-1 beta secretion) | THP-1 LPS/ATP IL-1B secretion, AlphaLISA, 16 h; hits give low values | activity change, % at 57.5 µM | hit rate 4.7% among 360,000 | AID 743279; in the data active = activity change below about -50%; inconclusive = mostly about -30% to -49%; also: % is scaled to controls: 0 for no effect and ±100 for the full control effect
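Secreted IL-1B measured by AlphaLISA bead assay after 16 h compound exposure of THP-1 cells; compounds (final up to 57.5 uM) added 1 h before LPS (250 ng/mL) and ATP (1.25 mM) stimulation; lower signal means less secretion.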
Nrf2 activator: activates Nrf2 signaling. AREc32 ARE-luciferase reporter (MCF7-derived line), luminescence, 24 h. Potency, µM (titrated, usually from 46.1 µM), inactives show at the highest dose activation, hits mostly activators. hit rate 0.31% among 410,000. AID 624171; also: potency is read from the fitted curve at half-maximal effect; % of control where 0% means no effect; nearly all actives have a fitted effect of over 65% in size
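Nrf2 activation is followed as ARE-luciferase induction in the AREc32 line after one day of compound treatment; luminescence is read with Steady-Glo.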
MCF10A rerep: DNA re-replication induction in MCF 10a cells | MCF 10A DNA re-replication, Hoechst nuclear intensity, 48 h | Potency, µM (doses to about 46.1 µM), without a hit: top-dose activity, positive = re-replication, hits mostly activators | hit rate 2.9% among 350,000 | AID 624296; also: potency is read from the fitted curve at half-maximal effect; % of control where 0% means no effect; nearly all actives have a fitted effect of over 50% in size
ATXN2 expr inh: ATXN2 expression inhibition; AID 1745845; hit rate 0.72% among 360,000; Potency, µM (series often up to 57 µM), for the others: at the highest dose activity change, negative = inhibition, actives largely listed as inhibitors; HEK-293 ATXN2-luciferase reporter, luminescence, 24 h; also: potency is read from the fitted curve at half-maximal effect; % is scaled to controls: 0 for no effect and ±100 for the full control effect; nearly all actives have a fitted effect of over 55% in size
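ATXN2-luciferase reporter cells (luciferase flanked by upstream and downstream ATXN2 gene portions) were treated 24 h at 37 °C with compounds at up to 57 uM. SteadyGlo luminescence gave expression; GF-AFC fluorescence gave viability.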
HepG2 tox: kills HepG2 cells in TGF-b inhibitor counter-screen; HepG2 CAGA-GFP viability, ATP luminescence, 18 h; Potency, µM (titrated, usually from 46.1 µM), for the others: at the top dose activity change, negative = cytotoxicity, hits mostly cytotoxic; hit rate 0.76% among 410,000; AID 588856; also: potency is read from the fitted curve at half-maximal effect; some results filed as inactive show a strong effect at the top dose
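CellTiter-Glo luminescence gave cytotoxicity after 18 hours at 37 degrees C. The cells were HepG2 CAGA-GFP in 1% FBS DMEM, stimulated with 500 pg/mL TGF-beta after compound addition. %Activity was normalised to no-cell wells (complete cell-killing) and DMSO (no toxicity), and curves were fitted and classified.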
Nrf2 block: blocks Nrf2 signaling; A549 ARE-Fluc reporter, luciferase luminescence, 18-24 h; Potency, µM (series often up to 46 µM), for inactives: top-dose activity change, negative = inhibition, hits mostly inhibitors; hit rate 2.1% among 360,000; AID 504444; also: potency is read from the fitted curve at half-maximal effect; % is scaled to controls: 0 for no effect and ±100 for the full control effect; nearly all actives have a fitted effect of over 60% in size
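Nrf2 function is reported as luminescence of an ARE-controlled luciferase in A549 cells. Compounds were tested at several concentrations, and a CellTiter-Fluor read on the same wells flagged cytotoxicity.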
S2 tox: cell viability loss in ATXN counter-screen; S2 cells (HEK-293 line with an ATXN2-luciferase reporter) viability, CellTiter-Fluor protease fluorescence, 24 h; Potency, µM (doses to about 56.7 µM), most hits filed as cytotoxic; hit rate 0.49% among 400,000; AID 651635; also: potency is read from the fitted curve at half-maximal effect; nearly all actives have a fitted effect of over 40% in size
A549 tox: A549 cytotoxicity, counter-screen for Nrf2 inhibitors; A549 ARE-Fluc cells, CellTiter-Fluor viability, 18-24 h; Potency, µM (titrated, usually from 46 µM), for inactives: at the highest dose activity change, negative = cytotoxicity, hits mostly inhibitors; hit rate 0.16% among 390,000; also: potency is read from the fitted curve at half-maximal effect; % is scaled to controls: 0 for no effect and ±100 for the full control effect
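A549 ARE-Fluc cells in 5% FBS OPTI-MEM, 5000 cells/well, rested 2 h then exposed to compounds in concentration-response for 18-24 h at 37 °C. Viability by CellTiter-Fluor fluorescence (Ex 405/Em 525) after 30 min; luciferase luminescence (BugLite, 15 min, RT) read afterwards.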
Starred values were filed as active, the others as inactive; i = inactive; ? = inconclusive; · = no result given; [ ] = remark or other dose. Unless noted, calls follow the shape of the dose curve; as a rule, active = well fitted curve in the direction sought with a large enough effect; inconclusive = small, poorly fitted or top-dose-only effect, or another doubt; inactive = no such curve, though single readings can be large; an effect the other way counts as inactive or inconclusive.

item | mol | TGFb inhibitor | IL-1B inflam inh | Nrf2 activator | MCF10A rerep | ATXN2 expr inh | HepG2 tox | Nrf2 block | S2 tox | A549 tox
1 | COc1ccc(NC(=S)NC(NC(=O)CCl)C(Cl)(Cl)Cl)c([N+](=O)[O-])c1 (stereo not given) | ? | -50* | ? | 18% | · | -46% | 5% | ? | 4%
2 | Cc1ccc(CNCC2CCCO2)o1 (stereo not given) | 7% | 4 | 0.4% | -2% | 10% | 4% | 12% | i | -4%
3 | CCOC(=O)c1ccc(NC(=S)N2CCSC2c2ccc(Br)cc2)cc1 (stereo not given) | 0% | 22 | 2.0% | ? | 14% | -23% | ? | ? | -26%
4 | COc1ccc(-c2cn3c(C)c(C(=O)NC(C)C)sc3n2)cc1 | -6% | 19 | 2.7% | 0% | 2% | -5% | ? | i | ·
5 | O=C(CCc1nc(CN2CCN(S(=O)(=O)c3ccc(Cl)cc3)CC2)no1)N1CCCCC1 | -19% | · | 3.9% | · | · | -15% | -21% | · | 6%
6 | CC(C)(C)OC(=O)NCCCCCc1nnc(SCc2ccccc2)o1 | 11% | ? | 2.0% | 0% | -17% | 9% | ? | i | 3%
7 | O=C(Cc1ccc(NC(=O)C2CCCN(C(=O)C3CCC3)C2)cc1)Nc1cccc(C(=O)N2CCCCC2)c1 (stereo not given) | ? | 8 | 0.4% | 1% | 4% | -15% | -7% | i | -8%
8 | CC1(C(=O)NCc2ccccc2)CCC(=O)N1C1CC1 (stereo not given) | -18% | 21 | -0.7% | · | 11% | -6% | · | i | ·
9 | COCCNC(=O)C1CCN(S(=O)(=O)N2CCC3(CC2)OCCO3)CC1 | 5% | -15 | -1.0% | -5% | -3% | -3% | -1% | i | 1%
10 | CCc1ccccc1-n1c(SCC(=O)Nc2ccc3c(c2)OCCO3)nc2[nH]ncc2c1=O | 6% | -10 | -0.5% | -5% | 2% | -10% | 3% | i | -9%
11 | CCCC(=O)N(c1ccc(OCC)cc1)C1C=CS(=O)(=O)C1 (stereo not given) | -27% | 7 | 0.0% | 3% | 9% | -1% | -12% | i | -11%
12 | O=C(Cn1cnc2cc([N+](=O)[O-])ccc2c1=O)NCCc1ccc(Cl)cc1 | -7% | -7 | 2.1% | 13% | -30% | -5% | ? | i | 5%
13 | CCc1ccc(S(=O)(=O)N2c3ccc(C)cc3C3CN(C)CCC32)cc1 (stereo not given) | -1% | -51* | 3.4% | ? | 3% | -26% | 12% | i | 14%
14 | COc1ccc(CNc2oc(-c3ccc(COc4ccc(Cl)cc4)o3)nc2C#N)cc1 | ? | · | 4.0% | · | 1% | -25% | -23% | i | -19%
15 | CNS(=O)(=O)c1cc(C(=O)NCc2ccco2)ccc1Cl | 26% | -9 | -0.4% | -6% | -10% | -7% | · | i | 9%
16 | O=C(Nc1cccc(S(=O)(=O)N2CCCC2)c1)c1cccc(OC(F)F)c1 | 5% | -3 | 2.7% | ? | 0% | -2% | ? | i | -1%
17 | Cn1c(-[n+]2c(-c3ccccc3)cc(-c3ccccc3)cc2-c2ccccc2)nc2c([N+](=O)[O-])cccc21 | ? | -62* | 4.4% | ? | ? | -3% | ? | i | ?
18 | COc1ccc(CC(=O)NC(C)c2ccc(S(N)(=O)=O)cc2)cc1S(=O)(=O)N1CCOCC1 (stereo not given) | 7% | -15 | -0.7% | -3% | -1% | 14% | 7% | ? | 1%
19 | CCOC(=O)c1cccnc1NC(=O)c1ccncc1 | -9% | 70 | 0.4% | -15% | · | 6% | -7% | i | -1%
20 | CCN(CC)CC(=O)N1CCCC(N2CCN(c3cccc(C(F)(F)F)c3)CC2)C1 (stereo not given) | -20% | 0 | 0.2% | ? | -29% | -43% | 17% | i | 0%
21 | CCC(=O)c1cc(F)ccc1OCC(=O)Nc1ccc2c(c1)OCCO2 | -1% | ? | 0.1% | 13% | -8% | 10% | -1% | i | 3%
22 | Cc1cc(C)c(NC(=O)CSc2ccc(-c3cccnc3)nn2)c(C)c1 | -3% | -11 | 2.4% | -24% | 1% | -11% | -5% | i | 7%
23 | COc1ccc(CNC(=O)CCSCc2ccccc2Cl)c(OC)c1 | 3% | 7 | -1.3% | -5% | 8% | 0% | 9% | i | 1%
24 | O=C(c1ccccc1)N(Cc1ccc(F)cc1)C1CCS(=O)(=O)C1 (stereo not given) | -2% | 0 | 0.1% | 15% | 2% | -2% | -12% | i | -1%
25 | CCCc1cc(=O)n2[nH]c(-c3ccc(C)cc3)cc2n1 | -19% | -10 | -0.7% | -1% | 18% | -20% | · | i | -1%
26 | CCOCCn1c(CN2CCN(c3ccc(F)cc3)CC2)nc2c1c(=O)n(C)c(=O)n2C | -3% | 35 | 2.6% | 5% | -14% | -19% | ? | i | -13%
27 | CCN(CC(=O)NCc1ccc(F)cc1)Cc1nc2ccccc2c(=O)[nH]1 | -1% | 12 | -0.8% | 0% | -2% | -14% | -7% | i | 0%
28 | O=C(COc1ccccc1)NC(=S)Nc1cccc(NC(=O)c2ccccc2Cl)c1 | 0% | 0 | -0.2% | -1% | 1% | -35% | -12% | i | 3%
29 | CCCCC(=O)N(C)c1c(C)nc2ccc(C(=O)N3CCNC(=O)C3)cn12 | 14% | 15 | -0.3% | · | 9% | -18% | · | i | ·
30 | O=C1CNC(=O)/C1=C\c1ccc(O)cc1 | -18% | 9 | 3.0% | -10% | -3% | -3% | 6% | i | -2%
31 | Cc1cccn2c(=O)c(C(=O)NC(C)c3ccccc3)c(O)nc12 (stereo not given) | -4% | · | -0.2% | · | -19% | -31% | 6.5µM* | ? | ?
32 | Cc1ccc2nc(COc3ccccc3NC(=O)COc3ccccc3Cl)cc(=O)n2c1 | -12% | · | 3.2% | · | · | -20% | · | · | 0%
33 | S=C(NCCN1CCOCC1)Nc1ccc(Cl)cc1Cl | 2% | 3 | 2.3% | 4% | 11% | 27% | 0% | i | -5%
34 | CCOC(=O)NC(NC(=S)Nc1ccccc1OC)C(Cl)(Cl)Cl (stereo not given) | -19% | 0 | 5.8% | -1% | 1% | 8% | -20% | i | 22%
35 | CCOC(=O)c1ccccc1NC(=O)c1sc2nc3n(c(=O)c2c1C)CCCC3 | -8% | · | 1.8% | · | · | -2% | -19% | · | 0%
36 | COc1cccc(C(=O)Nc2cccc(NC(=O)c3ccccc3Cl)c2)c1 | -23% | ? | 0.3% | 1% | · | -19% | ? | i | 7%
37 | COCCNc1ncnc2c1ncn2[C@H]1CN(Cc2cccs2)C[C@@H](CO)O1 | 40% | 24 | -0.2% | · | 17% | 4% | · | i | ·
38 | CCOc1ccc(-n2c(O)c(/C=N/NC(=O)C3COc4ccccc4O3)c3ccccc3c2=O)cc1 (stereo not given) | ? | 12 | 0.2% | ? | ? | -42% | ? | i | -24%
39 | COc1ccc(NC(=O)CSc2nnc(Cc3cccn3C)n2-c2ccc(OC)cc2)cc1 | 1% | ? | -0.4% | 0% | 5% | -13% | -11% | i | -7%
40 | Cc1cccc(C(=O)NCC(=O)NC(C)c2ccc(-n3ccnc3)cc2)c1 (stereo not given) | 11% | -24 | 3.7% | 7% | 2% | 0% | -18% | i | 2%

Down the list, from the results shown:
Nos. 25 to 36 in A549 tox, in turn: -1%, -13%, 0%, 3%, ·, -2%, ?, 0%, -5%, 22%, 0%, 7%

Later entries.
[41] C=CCNC(=O)c1onc(CSc2ccc(Cl)cc2)c1C(=O)O
[42] O=C(Nc1ccccc1C(F)(F)F)c1ccc2oc(=O)c(S(=O)(=O)c3ccc(F)cc3)cc2c1
[43] COC(=O)C(NC(=O)CCC(=O)NC(C(=O)OC)c1ccccc1)c1ccccc1 (stereo not given)
[44] C=C(C)C1CC=C(C)C(=NNC(=O)c2ccncc2)C1 (stereo not given)
[45] COc1ccc([C@H]2Cc3cc(O)cc(O)c3C(=O)O2)cc1O
[46] COc1ccc(-c2nc(SCC(=O)NC3CCCC3)c(-c3ccc(F)cc3)[nH]2)cc1OC
[47] CC(=O)N1CCC(O)(c2ccc3c(c2)OCO3)CC1
[48] CCCCOc1ccc(C(=O)NCC(=O)NCCCn2nc(C)cc2C)cc1
[49] O=C(COc1ccccc1[N+](=O)[O-])Nc1cc(Cl)ccc1C(=O)O
[50] O=S(=O)(Nc1ncccn1)c1ccc(F)cc1
[51] CC1CCN(S(=O)(=O)c2ccc(Cl)cc2)CC1

assay / entry | 41 | 42 | 43 | 44 | 45 | 46 | 47 | 48 | 49 | 50 | 51
TGFb inhibitor | ? | ? | 9% | 12% | -14% | ? | 4% | -3% | -11% | -7% | -2%
IL-1B inflam inh | 32 | · | 19 | 16 | 38 | · | 20 | -2 | 22 | 1 | -13
Nrf2 activator | -0.9% | 26% | 0.1% | 4.5% | 23% | 1.1% | -0.1%[9.22 µM] | -0.7% | 21% | 0.3% | -0.3%
MCF10A rerep | 9% | · | 5% | -1% | ? | · | -12% | 1% | 2% | 1% | 11%
ATXN2 expr inh | -3% | ? | 3% | 3% | 82%[activator] | · | 2% | -1% | · | -5% | -1%
HepG2 tox | -29% | -50% | 7% | 2% | -22% | -7% | -8% | 0% | -51% | 0% | 0%
Nrf2 block | ? | -6% | 9% | -3% | 10% | -9% | 2% | -8% | 9% | -19% | ?
S2 tox | i | i | i | i | i | · | i | i | i | i | i
A549 tox | -2% | 2% | 0% | 1% | 6% | -1% | 0% | 4% | -1% | -13% | -12%

Three structures from above, sorted by formula weight, largest number first.
[42] O=C(Nc1ccccc1C(F)(F)F)c1ccc2oc(=O)c(S(=O)(=O)c3ccc(F)cc3)cc2c1
[49] O=C(COc1ccccc1[N+](=O)[O-])Nc1cc(Cl)ccc1C(=O)O
[45] COc1ccc([C@H]2Cc3cc(O)cc(O)c3C(=O)O2)cc1O

assay / entry | 42 | 49 | 45
TGFb inhibitor | ? | -11% | -14%
IL-1B inflam inh | · | 22 | 38
Nrf2 activator | 26% | 21% | 23%
MCF10A rerep | · | 2% | ?
ATXN2 expr inh | ? | · | 82%[activator]
HepG2 tox | -50% | -51% | -22%
Nrf2 block | -6% | 9% | 10%
S2 tox | i | i | i
A549 tox | 2% | -1% | 6%
